TSHR antag: antagonists of human thyroid stimulating hormone receptor | activity change, negative = inhibition, % at 11.5 µM | TSHR-expressing cells, TSH-stimulated cAMP HTRF, 2 h; active compounds read low | P16473 | hit rate 0.2% among 330,000;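 active = activity change below a set negative limit, meaning inhibition stronger than a set level, cut at about -70% in these data; inconclusive = activity change between two set negative limits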; note: % is set by controls: 0 for no effect and ±100 for the full control effect
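TSHR-expressing cells, 200/well, pre-treated with compound, then stimulated with EC80 TSH (4nM final) for 2 hours at 37 deg C. cAMP measured by competitive HTRF: anti-cAMP cryptate antibody in lysis buffer plus cAMP-d2, read after 30 minutes at room temperature.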
ELG1 repair inh: inhibitors of ELG1-dependent DNA repair in HEK293T cells | Potency, µM (series often up to 46.1 µM), without a hit: top-dose activity change, negative = inhibition, most hits filed as inhibitors | hit rate 2.3% among 330,000 | HEK293T ELG1-luciferase reporter, luminescence, 16 h; DNA damage induced by 5-fluorouridine | AID 504467; note: potency is the fitted concentration of half-maximal effect; % is set by controls: 0 for no effect and ±100 for the full control effect; nearly all actives have a fitted effect of over 55% in size
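DMSO vehicle served as the neutral condition. Each well held 2,000 cells given 5-fluorouridine plus compound; after 16 hr at 37 °C/5% CO2, ONE-Glo was added and luciferase measured 30 min later.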
Tb PFK block: blocks T. brucei phosphofructokinase | O15648 | T. brucei PFK, ADP-Glo luminescence | Potency, µM (doses to about 57.5 µM), without a hit: at the highest dose activity, negative = inhibition, most hits filed as inhibitors | hit rate 0.17% among 330,000;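 note: potency is the fitted concentration of half-maximal effect; 0% = uninhibited 1x PFK enzyme wells and -100% = no-enzyme wells; nearly all actives have a fitted effect of over 60% in size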
Target sequence (O15648 whole entry, looked up): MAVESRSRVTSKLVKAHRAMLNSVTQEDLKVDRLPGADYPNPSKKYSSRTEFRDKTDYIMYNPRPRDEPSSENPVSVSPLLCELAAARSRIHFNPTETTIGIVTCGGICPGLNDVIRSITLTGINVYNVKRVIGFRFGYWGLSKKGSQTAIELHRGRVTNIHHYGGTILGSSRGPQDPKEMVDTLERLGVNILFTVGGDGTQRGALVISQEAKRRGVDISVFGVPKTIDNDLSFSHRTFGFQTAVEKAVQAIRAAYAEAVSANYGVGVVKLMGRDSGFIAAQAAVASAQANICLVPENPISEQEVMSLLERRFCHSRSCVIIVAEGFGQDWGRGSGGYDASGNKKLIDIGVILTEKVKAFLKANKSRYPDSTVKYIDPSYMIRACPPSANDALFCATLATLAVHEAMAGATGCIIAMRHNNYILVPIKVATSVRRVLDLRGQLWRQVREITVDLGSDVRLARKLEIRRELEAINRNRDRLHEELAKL
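ADP-Glo luminescence quantified ADP after 45 min at room temperature, with 1.25 nM T. brucei PFK, 0.1 mM ATP and 0.5 mM fructose-6-phosphate in pH 8.0 TEA buffer. qHTS titrations up to 57 µM; curves classified by quality.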
Eya2 inh: inhibitors of human Eya2 phosphatase activity; O00167; recombinant Eya2, OMFP fluorescence dephosphorylation (OMFP is methylfluorescein phosphate); Potency, µM (highest dose often 76.9 µM), for the others: top-dose activity, negative = inhibition, most hits filed as inhibitors; hit rate 0.006% among 330,000; note: potency is the fitted concentration of half-maximal effect; % is set by controls: 0 for no effect and ±100 for the full control effect
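Eya2 (0.2 uM) preincubated 10 min at ambient with compound, then OMFP substrate added at 50 uM; 10 min reaction in 50 mM HEPES pH 7.5, 50 mM NaCl, 5 uM MgCl2, 0.05% BSA, 1 mM DTT. Fluorescence read at Ex 485/Em 525 nm.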
Chronic BCR inh: blocks chronic active B-cell receptor signaling | ABC-DLBCL IkBa-CBG/CBR reporter, luminescence ratio, 4 h | hit rate 0.05% among 340,000 | Potency, µM (titrated, usually from 46.1 µM), for the others: at the top dose ratio change, negative = lower green/red ratio, hits mostly inhibitors | AID 493014; active = well fitted inhibition curve with a large enough effect in the signal ratio, with a control signal flat, not every such curve was filed as active; inconclusive = small, poorly fitted or top-dose-only effect, or effect the other way, or a change in a side signal; the % refers to the signal ratio;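 note: potency is the fitted concentration of half-maximal effect; plate controls were basal doxycycline-induced cells for no effect and cells given 10 µM MG132 for full effect; MG132 reads +100%, hits lower the ratio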
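Concentration-response series (up to 46 uM) were applied to TMD8 dual-reporter cells for 4 h at 37C with doxycycline. Green/red ratio, after filter-overlap correction, defined %Activity; red signal alone was normalised to basal cells and zero luminescence.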
PTAP TSG101 blk: blocks PTAP/TSG101 interaction to inhibit HIV-1 budding | Potency, µM (doses to about 115 µM), for the others: top-dose activity change, negative = inhibition, most hits filed as inhibitors | 340,000 tested, under 10 active | AID 493005 | Fluorescence polarization, FITC-PTAP peptide / Tsg101 binding; active = well fitted inhibition curve with a large enough effect in the main read-out, with a control signal flat, not every such curve was filed as active; inconclusive = small, poorly fitted or top-dose-only effect, or effect the other way, or a change in a side signal; inactive = no such curve, though single readings can be large or run the other way; note: potency is the fitted concentration of half-maximal effect; % of control where 0% means no effect
Target sequence (Q99816 whole entry, looked up): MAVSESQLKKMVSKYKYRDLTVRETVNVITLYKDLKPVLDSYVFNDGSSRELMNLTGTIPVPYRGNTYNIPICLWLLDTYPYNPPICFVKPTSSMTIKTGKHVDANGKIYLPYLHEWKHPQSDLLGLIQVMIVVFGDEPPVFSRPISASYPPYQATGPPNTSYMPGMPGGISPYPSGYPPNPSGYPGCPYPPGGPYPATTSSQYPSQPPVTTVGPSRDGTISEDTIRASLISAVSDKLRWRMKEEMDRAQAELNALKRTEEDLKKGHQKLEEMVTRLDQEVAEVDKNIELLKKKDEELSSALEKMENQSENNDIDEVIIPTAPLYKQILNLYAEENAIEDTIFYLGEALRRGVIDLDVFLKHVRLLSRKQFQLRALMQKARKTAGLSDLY
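Fluorescence anisotropy tracks displacement of a FITC-tagged PTAP peptide (50 nM) from the Tsg101 binding domain (10 uM), following a 20 min room-temperature incubation at pH 7.5.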
uPA generation: inhibitors of cell surface uPA generation; cell surface uPA generation assay, qHTS; Potency, µM (titrated, usually from 38.3 µM), inactives show at the top dose activity change, negative = inhibition, hits mostly inhibitors; hit rate 0.31% among 330,000; AID 540303; active = well fitted inhibition curve with a large enough effect; inconclusive = small, poorly fitted or top-dose-only effect; inactive = no such curve, though single readings can be large or run the other way; tested in mouse RAW 264.7 cells; note: potency is the fitted concentration of half-maximal effect; % is set by controls: 0 for no effect and ±100 for the full control effect; nearly all actives have a fitted effect of over 55% in size
Mito fusion yeast: blocks mitochondrial division or promotes mitochondrial fusion; Potency, µM (highest dose often 46.1 µM), for the others: at the highest dose growth rescue (activation), usual class: activators; hit rate 0.23% among 320,000; S. cerevisiae fusion-defective mutant growth rescue, CellTiterGlo 48 h;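 note: potency is the fitted concentration of half-maximal effect; % of control where 0% means no effect; nearly all actives have a fitted effect of over 45% in size; temperature-sensitive fusion mutants such as fzo1-1 at 37 °C on non-fermentable ethanol glycerol medium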
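Compounds are tested for their ability to restore growth of mitochondrial fusion-defective yeast strains at non-permissive 37C in YPEG medium over 48 hours. Viability is quantified by luciferase luminescence.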
TCR act: T cell receptor activation. Potency, µM (highest dose often 9.22 µM), inactives show at the top dose activation of IL-2 secretion, usual class: activators. 330,000 tested, under 10 active. primary human leukocytes, anti-CD3, IL-2 HTRF, 48 h; note: % of control where 0% means no effect
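1) Mix primary human leukocytes, a-CD3 beads and compound. 2) Incubate 48 hr. 3) Add HTRF IL-2 reagents (a-IL-2-K, a-IL-2-d2).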
USP2a block: blocks human ubiquitin-specific protease USP2a. O75604. USP2 core, Ub-CHOP2 coupled fluorogenic reporter, 485/531. Potency, µM (doses to about 38.3 µM), for inactives: at the highest dose activity change, negative = inhibition, most hits filed as inhibitors. hit rate 0.01% among 330,000;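 note: potency is the fitted concentration of half-maximal effect; plate controls were DMSO wells for no effect and full inhibition by NEM control for full effect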
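USP2 core (10nM final) preincubated 30min RT with compound in 20mM Tris-HCl pH 8.0, 2mM CaCl2, 2mM beta-mercaptoethanol, 0.05% CHAPS; 25nM Ub-CHOP2 plus 25nM reporter substrate added, fluorescence (Ex485/Em531) read after 60min.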
B2AR arrestin: recruits beta-arrestin to the human beta2-adrenergic receptor; P07550; Potency, µM (series often up to 46.1 µM), without a hit: top-dose activation, most hits filed as activators; beta-arrestin recruitment to beta2AR, cell-based reporter; hit rate 0.02% among 330,000; AID 492947;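 note: potency is the fitted concentration of half-maximal effect; 0% = DMSO controls and full agonism = EC100 isoproterenol or metaproterenol; nearly all actives have a fitted effect of over 65% in size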
The depositor's hits bear a star; ? = inconclusive; . = not tested or not shown; [ ] = dose if it differs, or a comment. Unless noted, calls come from the whole dose curve; as a rule, active = well fitted curve in the direction sought with a large enough effect; inconclusive = small, poorly fitted or top-dose-only effect, or another doubt; inactive = no such curve, though single readings can be large; an effect the other way counts as inactive or inconclusive.

The opening seven records (preview)
Values in the order: Tb PFK block | Chronic BCR inh | ELG1 repair inh | B2AR arrestin | TCR act | uPA generation | Eya2 inh | TSHR antag | Mito fusion yeast | PTAP TSG101 blk | USP2a block
> O=C(O)c1nn(CC(=O)N2CCC(Cc3ccccc3)CC2)c(=O)c2ccccc12
 : -2% | 3% | 5% | 0.2% | 1% | -2% | -10% | -8 | 5% | -3% | -2%
> Cc1ccc2cc(/C=N/NC(=O)[C@H]3C[C@@H]3c3ccccc3)c(Cl)nc2c1
 : 3% | -7% | -21% | 4.1% | -4%[46.1 µM] | 8% | 1% | 0 | -4% | -1% | 2%
> CC(=O)N1C(=O)C2(C(C#N)=C(N)Oc3n[nH]c(-c4ccccn4)c32)c2ccccc21 (configuration not stated)
 : 1% | -2% | 13% | 0.0% | -3% | -4% | -5% | 10 | -2% | -1% | 0%
> Cc1cc(=O)nc2c3ccccc3n(C(C)C(=O)Nc3c(F)c(F)c(F)c(F)c3F)n12 (configuration not stated)
 : 1% | 6% | -4% | 0.3% | . | 2% | 5% | -3 | -1% | 0% | 3%
> O=c1cc(O)c2sc(Nc3ccc(F)c(Cl)c3)nc2[nH]1
 : 10% | 10% | 1% | -0.2% | -2% | 2% | 3% | 4 | -3% | -2% | -3%
> COc1cccc(NC(=O)c2ccccc2SC)c1
 : -1% | -23% | ? | -0.2% | 2% | -4% | 14% | 2 | 3% | -4% | 2%
> CN(C(=O)CCN1C(=O)C(C)(C)Nc2ccccc21)c1ccccc1
 : -1% | 5% | -30% | -0.2% | -6% | -2% | 2% | 7 | -3% | -6% | 3%

The whole of this part, repeating the preview:
Values in the order: Tb PFK block | Chronic BCR inh | ELG1 repair inh | B2AR arrestin | TCR act | uPA generation | Eya2 inh | TSHR antag | Mito fusion yeast | PTAP TSG101 blk | USP2a block
> O=C(O)c1nn(CC(=O)N2CCC(Cc3ccccc3)CC2)c(=O)c2ccccc12
 : -2% | 3% | 5% | 0.2% | 1% | -2% | -10% | -8 | 5% | -3% | -2%
> Cc1ccc2cc(/C=N/NC(=O)[C@H]3C[C@@H]3c3ccccc3)c(Cl)nc2c1
 : 3% | -7% | -21% | 4.1% | -4%[46.1 µM] | 8% | 1% | 0 | -4% | -1% | 2%
> CC(=O)N1C(=O)C2(C(C#N)=C(N)Oc3n[nH]c(-c4ccccn4)c32)c2ccccc21 (configuration not stated)
 : 1% | -2% | 13% | 0.0% | -3% | -4% | -5% | 10 | -2% | -1% | 0%
> Cc1cc(=O)nc2c3ccccc3n(C(C)C(=O)Nc3c(F)c(F)c(F)c(F)c3F)n12 (configuration not stated)
 : 1% | 6% | -4% | 0.3% | . | 2% | 5% | -3 | -1% | 0% | 3%
> O=c1cc(O)c2sc(Nc3ccc(F)c(Cl)c3)nc2[nH]1
 : 10% | 10% | 1% | -0.2% | -2% | 2% | 3% | 4 | -3% | -2% | -3%
> COc1cccc(NC(=O)c2ccccc2SC)c1
 : -1% | -23% | ? | -0.2% | 2% | -4% | 14% | 2 | 3% | -4% | 2%
> CN(C(=O)CCN1C(=O)C(C)(C)Nc2ccccc21)c1ccccc1
 : -1% | 5% | -30% | -0.2% | -6% | -2% | 2% | 7 | -3% | -6% | 3%
> O=C(COc1ccccc1F)Nc1ccc2c(c1)CCC2
 : -12% | 3% | ? | -0.3% | 1% | 0% | 2% | 1 | . | 1% | 0%
> Nc1ccccc1S(=O)(=O)C(F)F
 : -3% | 4% | 7% | -0.7% | -71% | -7% | 13% | 6 | -2% | -2% | 2%
> CC(C(=O)N1CCCc2c1c(=O)oc1ccc(O)cc21)N1CCc2ccccc2C1 (configuration not stated)
 : 2% | 0% | -19% | -1.0% | 0% | 1% | 6% | -7 | 7% | -2% | 0%
> COc1ccc(N(C(=O)C(C)C)S(=O)(=O)c2cccc3cccnc23)cc1
 : 4% | -3% | 10% | -1.9% | 1%[46.1 µM] | -2% | -2% | 14 | 5% | -1% | 3%
> O=C(c1cccs1)N1CCN(S(=O)(=O)c2cccs2)CC1
 : 0% | 0% | -1% | 0.1% | -5% | 0% | -5% | -2 | -7% | 3% | 2%
> COc1cc(NC(=O)CCS(=O)(=O)c2ccc3c(c2)oc(=O)n3C)cc(OC)c1
 : 0% | 5% | 6% | 0.3% | -6% | 8% | 1% | -1 | 1% | -5% | -2%
> CC1C/C(=N/N2C(=O)CSC2=S)CC(C)(C)C1 (configuration not stated)
 : ? | -7% | -2% | -0.2% | 1% | -2% | 17% | 4 | 0% | -4% | 1%
> COc1ccc(/C=C/C(=O)OCC(=O)NC(C)CCc2ccccc2)cc1OC (configuration not stated)
 : 4% | ? | -17% | -0.4% | 3% | -11% | 6% | -3 | . | -2% | 0%
> COc1ccccc1-n1nnnc1SCC(=O)Nc1ccccn1
 : -2% | ? | -15% | 0.0% | 0% | . | 27% | 23 | -2% | -8% | 5%
> Cc1cccc(NC(=O)c2cc([N+](=O)[O-])ccc2NCC2CCCO2)n1 (configuration not stated)
 : -3% | -1% | 15µM* | 0.0% | 3% | 1% | 1% | 0 | 3% | 0% | 0%
> COc1ccc(OC)c(-c2cc(C(=O)Nc3ccc(F)cc3F)no2)c1
 : -5% | ? | ? | 0.3% | 5% | -3% | 9% | -3 | 20% | 0% | 0%
> CCCCNc1c([N+](=O)[O-])c(=O)n(C)c2ccccc12
 : 6% | 3% | 6% | -0.1% | 5% | -4% | 7% | 7 | -23% | -3% | -3%
> COc1cc(S(=O)(=O)Nc2ccc(C)cc2)ccc1N=Cc1c(C)c(C#N)c(=O)n(C)c1O
 : -2% | 3% | 17% | -0.8% | 7% | 1% | 2% | 11 | 0% | 0% | 1%
> O=C(Cn1cc(C(F)(F)F)ccc1=O)NC1CCCC1
 : -8% | 8% | 15% | -0.2% | -1% | -1% | -6% | -1 | -4% | -1% | -1%
> Cc1nc(=O)c(-c2ccccc2)c(C)n1-c1ccc(Br)cc1
 : -2% | -1% | -5% | -0.3% | -11% | -23% | -10% | 0 | -6% | -3% | -1%
> O=C(CSc1ncnc2ccccc12)NCCc1ccccc1
 : -2% | ? | 13% | 0.1% | -4% | 2% | 18% | -3 | 2% | -2% | 10%
> O=C(Nc1ccccn1)C1CCN(C(=O)Nc2ccccc2)CC1
 : -14% | 0% | 3% | -0.4% | -1% | 2% | 16% | . | 1% | 0% | -1%
> Cn1c(=O)oc2cc(S(=O)(=O)Nc3ccc(F)cc3)ccc21
 : 0% | ? | -2% | 0.0% | -3% | 5% | -2% | 9 | 11% | -3% | -1%
> CCCCNC(=O)c1ccccc1NC(=O)c1ccccc1N(C)S(C)(=O)=O
 : -4% | ? | 2% | -0.5% | -2% | 5% | 11% | 23 | 2% | 0% | 3%
> CCOC(=O)c1sc(-c2ccccc2)cc1NC(=O)c1ccc(S(=O)(=O)N(CCOC)CCOC)cc1
 : -1% | 7% | ? | -3.3% | -3%[46.1 µM] | 1% | 4% | 40 | 4% | -1% | 1%
> C=CCN(CC=C)CCCOc1ccccc1C(=O)OC
 : -1% | -1% | -10% | 0.1% | 3% | -5% | 3% | -1 | 4% | -3% | 0%
> Cc1cc2[nH]c(=O)c(=O)[nH]c2cc1S(=O)(=O)N1CCN(c2ccccc2)CC1
 : -1% | -13% | -3% | -0.4% | -3% | 19% | -11% | 6 | -2% | 1% | 0%
> CC(=O)Nc1ccc(C(=O)NNC(=O)c2cccc(C)c2)cc1
 : 1% | -14% | 5% | -1.0% | . | -4% | 4% | -1 | 0% | 0% | 0%
> NC(=O)CSc1nnc(-c2cccnc2)n1CCc1ccccc1
 : -8% | -1% | -19% | -0.2% | . | 1% | 6% | 15 | -2% | -3% | 1%
> COc1cc(C2=NOC(C(=O)N3CCCc4ccccc43)C2)cc(OC)c1OC (configuration not stated)
 : 1% | 7% | ? | -0.3% | 5% | . | 0% | -1 | 1% | -5% | -1%
> Cc1cccc(OCCNC(=O)c2ccc(Cl)c(S(=O)(=O)NCc3cccnc3)c2)c1
 : -1% | ? | ? | -0.1% | 2% | ? | -10% | -1 | -3% | -1% | 0%
> N=c1c(C(=O)NCCN2CCOCC2)cc2c(=O)n3ccccc3nc2n1Cc1ccc(F)cc1
 : 4% | -3% | -1% | 0.2% | -2% | 3% | 4% | 2 | 1% | -3% | 3%

Screening results deposited in PubChem by National Center for Advancing Translational Sciences (NCATS).
